Assay outcomes (PubChem BioAssay)
Keap1-Nrf2 PPI – disrupts human Keap1 binding to Nrf2 peptide. inhibition, % at 9.4 µM. Q14145. actives 0.15% (n = 340,000). AID 504523. Keap1 Kelch-Nrf2 peptide fluorescence polarization, 1536-well; in the data active means inhibition above about 12%; inconclusive means no clear call, values can overlap the other calls; inactive means below about 7.3%;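 further: human Keap1 Kelch domain with fluorescein labeled Nrf2 9mer peptide probe; 0% = neutral control wells and 100% = peptide positive control; higher means more block of Keap1 binding to Nrf2 peptide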
CAL PDZ FP – blocks peptide binding to the human CAL PDZ domain; actives 0.92% (n = 300,000); purified CAL PDZ, TMR-peptide fluorescence polarization, 1 h; Q9HD26; inhibition, % at 24.9 µM;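 active means mean inhibition of at least 30% with at least half of replicates also reaching 30%; inconclusive means no clear call, values can overlap the other calls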;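 further: 0% = DMSO neutral control and 100% = excess unlabeled competitor peptide PRC23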
LANA DNA inh – KSHV C-LANA DNA binding inhibition; actives 0.078% (n = 340,000); MBP-C-LANA/FAM-LBS DNA binding, fluorescence polarization; AID 504423; inhibition, % at 9 µM;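 active means highest replicate inhibition at or above 60% at 9 µM, even if other replicates fall short; inactive means all replicates below 60% inhibition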;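 further: 0% = neutral control wells and 100% = 4 µM acridine orange control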
OPRM1-OPRD1 inv – mu-delta opioid heterodimer inverse agonism; P35372+P41143; inhibition, % at 9.3 µM; actives 0.21% (n = 340,000); cell-based MOR-DOR heterodimer luminescence; in the data active means inhibition above about 22%, passing the limit was not always enough;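 further: 0% = cells with DMSO and 100% = wells without cells with DMSO; values of inactives mirror those of a sister screen read the other way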
Target sequence (P35372 whole entry, looked up): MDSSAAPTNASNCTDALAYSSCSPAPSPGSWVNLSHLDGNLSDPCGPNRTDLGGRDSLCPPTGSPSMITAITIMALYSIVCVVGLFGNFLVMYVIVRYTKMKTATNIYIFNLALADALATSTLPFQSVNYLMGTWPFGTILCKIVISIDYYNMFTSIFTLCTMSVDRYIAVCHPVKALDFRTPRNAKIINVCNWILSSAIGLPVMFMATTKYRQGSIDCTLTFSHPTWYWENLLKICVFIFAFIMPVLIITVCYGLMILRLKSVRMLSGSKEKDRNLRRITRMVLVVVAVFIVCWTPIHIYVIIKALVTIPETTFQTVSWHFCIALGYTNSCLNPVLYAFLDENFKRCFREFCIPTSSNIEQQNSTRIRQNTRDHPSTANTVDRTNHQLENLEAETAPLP
Target sequence (P41143 whole entry, looked up): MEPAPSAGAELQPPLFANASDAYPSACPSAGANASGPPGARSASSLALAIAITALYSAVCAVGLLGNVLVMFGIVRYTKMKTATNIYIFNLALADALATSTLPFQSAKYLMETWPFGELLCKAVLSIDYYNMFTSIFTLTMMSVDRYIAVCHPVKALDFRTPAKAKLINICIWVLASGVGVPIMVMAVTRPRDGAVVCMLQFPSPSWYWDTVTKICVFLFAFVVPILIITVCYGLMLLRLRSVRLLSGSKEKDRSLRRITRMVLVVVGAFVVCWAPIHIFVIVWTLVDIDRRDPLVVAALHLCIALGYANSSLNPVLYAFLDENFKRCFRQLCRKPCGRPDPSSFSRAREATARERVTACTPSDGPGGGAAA
cardiac RTF act – cardiac RTF calcium sensitization; P19429+P45379; IANBD-labeled TnC RTF fluorescence at EC20 calcium; 0% EC20 calcium, 100% full calcium; activation, % at 7.2 µM; actives 0.24% (n = 340,000); AID 493008;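 active means activation above the mean over all tested compounds plus 3 SD, cut at about 30% in these data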;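 further: rise in fluorescence read as greater calcium sensitivity of cardiac thin filaments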
V-ATPase pHluor – alters yeast V-ATPase proton transport; S. cerevisiae, pHLuorin cytosolic pH fluorescence; response, % at 10 µM; actives 0.37% (n = 350,000); in the data active means response mostly above about 7.3%, no sharp cut-off; inactive means mostly below about 5.4%; further: actives read high; inactives centre near 0; some compounds called inactive have numbers as strong as hits; reference of the scale not given here
HTR5A ag – activates human HTR5A in OPRM1-OPRD1 agonist counter-screen. P47898. HTR5A agonist assay, luminescence, cell-based. activation, % at 9.3 µM. actives 0.61% (n = 340,000); in the data active means activation mostly above about 9.5%, no sharp cut-off; inactive means mostly below about 7.6%;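 further: 0% = cells with vehicle only and 100% = reference agonist; strong numbers were not always called active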
RTF Ca sens inh – cardiac RTF calcium desensitization | P19429+P45379 | IANBD-labeled cardiac RTF, Ca2+ fluorescence | inhibition, % at 7.15 µM | actives 0.12% (n = 340,000) | AID 493244;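 active means inhibition above the mean inhibition of all tested compounds plus 3 SD, cut at about 17% in these data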;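 further: assay run at fixed EC70 calcium of 1.6 mM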
HTR5A inv ag – HTR5A inverse agonism, opioid heterodimer counter-screen; P47898; HTR5A cell line, luminescence; inhibition, % at 9.3 µM; actives 0.083% (n = 340,000); in the data active means inhibition mostly above about 23%, no sharp cut-off; inactive means mostly below about 18%;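 further: 0% = cells with DMSO and 100% = no-cell wells with DMSO; some compounds called inactive have numbers as strong as hits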
MOR-DOR ag – agonists of human mu-delta opioid receptor heterodimerization. P35372+P41143. cells, OPRM1-OPRD1 heterodimerization, luminescence. activation, % at 9.3 µM. actives 0.3% (n = 340,000); in the data active means activation above about 18%;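 further: 0% = vehicle-treated cells and 100% = reference agonist; values of inactives mirror those of a sister screen read the other way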
The depositor's hits bear a star; ? = inconclusive; . = no result given. Only part of the results is shown; rates above refer to the full screens.

SMILES	Keap1-Nrf2 PPI	CAL PDZ FP	LANA DNA inh	OPRM1-OPRD1 inv	cardiac RTF act	V-ATPase pHluor	HTR5A ag	RTF Ca sens inh	HTR5A inv ag	MOR-DOR ag
CCC(=NCc1ccco1)c1c(O)[nH]c(=O)[nH]c1=O	-2.5	-6.9	-2.3	-1.4	2.2	-1.7	-0.2	1.2	0.5	0.2
Cc1c(N=Cc2c(O)n(Cc3ccccc3)c(=O)[nH]c2=O)c(=O)n(-c2ccccc2)n1C	-4.0	0.4	-0.4	13.6	10.3	-0.7	-1.6	-1.5	-0.1	-2.0
CCOC(=O)C1C(OC(=O)c2ccccc2)CC2CCC1N2C (stereo not given)	-0.9	-2.3	-1.9	-4.1	-1.1	1.7	-0.2	-1.3	0.4	1.0
COC(=O)C1=C(c2ccc(C(C)=O)cc2)C[C@@H]2CC[C@H]1N2C(=O)NCCOc1ccccc1Cl	-5.1	4.6	0.7	-7.0	3.9	4.4	2.1	-0.3	-17.5	1.5
CCOP(=O)(/C=C(\Cl)c1ccccc1)C(O)c1ccc(F)cc1 (stereo not given)	2.2	-2.1	-1.2	8.7	-2.4	0.6	-0.2	-0.6	0.7	-1.9
Cc1oc(-c2ccccc2F)nc1CS(=O)CC(=O)N1CCC2(CC1)OCCO2 (stereo not given)	3.3	-1.1	-1.7	16.5	0.8	2.5	1.2	-2.6	-3.4	-3.8
COc1ccc2c(c1)CC1(CN2C)C(=O)NC(=O)N(CCc2ccccc2)C1=O (stereo not given)	-4.2	-1.2	0.1	6.8	4.2	1.5	3.7	-5.3	10.4	-1.3
Cc1cc(C(=O)O)c(C)n1C1CC1	6.3	2.8	-10.2	8.5	2.7	-2.8	6.3	-8.1	-19.9	-1.6
COc1ccc(S(=O)(=O)NC(CC(=O)N2CCC3(CC2)OCCO3)c2ccco2)cc1 (stereo not given)	-4.7	-1.9	0.3	2.5	1.0	3.1	-5.0	-3.8	12.4	-0.6
COCCOC(=O)C1=C(N)Oc2c(c(=O)oc3ccccc23)[C@@]12C(=O)Nc1ccccc12	-1.4	-3.8	-0.1	5.4	8.1	-3.2	-3.6	-7.0	-2.2	-1.0
O=C(O)c1ccc(/C=C/c2nc3ccccc3c(=O)n2-c2ccc(Br)cc2)cc1	-2.6	-0.2	0.3	16.1	-3.8	8.0	-1.0	4.6	1.0	-3.1
CC1=NCCc2c1[nH]c1ccccc21	-9.5	1.7	0.7	-107.7	6.8	5.7	4.6	-6.9	-40.1	19.5*
C[C@H]1CCC[C@@H](O)CCC/C=C/c2cc(O)cc(O)c2C(=O)O1	-0.5	.	-2.3	2.1	3.3	-3.8	-1.8	-4.0	-4.1	-0.4
COC(=O)C1=C(c2ccc(-c3ccccc3)c(F)c2)C[C@@H]2CC[C@H]1N2C(=O)NCCOc1ccccc1	-1.7	2.2	-1.2	5.9	2.0	-0.3	-3.6	4.7	10.2	-1.1
Cc1c(-c2cccc(Cl)c2)nc2ccccc2c1C(=O)N1CCC2(CC1)OCCO2	-9.0	.	0.2	9.3	1.3	1.5	0.2	-8.0	-0.3	-1.7
CCOC(=O)C(O)(c1ccc(N(CC)C(=O)OC)cc1)C(F)(F)F (stereo not given)	-1.9	8.8	1.8	-10.1	3.6	-4.8	5.0	-5.9	-0.6	1.9
CCOP(=S)(OCC)Oc1nc(Cl)c(Cl)cc1Cl	-3.8	-7.5	-0.3	5.9	-4.5	-0.6	4.0	-2.3	-16.6	-1.1
CCCC1(CCO)C(=O)NC(=S)NC1=O	-2.5	1.7	1.6	0.5	-2.0	3.6	-1.1	-5.9	4.2	-0.1
O=C(c1cnn2c(C(F)(F)F)cc(-c3ccccc3)nc12)N1CCC2(CC1)OCCO2	3.8	-24.5	3.1	4.0	0.9	-0.1	-0.5	-9.4	15.8	-0.7
COCCN1C(=O)NC(=O)/C(=C\c2ccc(Br)cc2)C1=O	-0.8	-1.2	-0.6	4.3	3.4	-2.3	5.3	-7.0	-14.7	-0.9
O=C(c1ccc(CNS(=O)(=O)c2ccccc2)cc1)N1CCC2(CC1)OCCO2	-3.0	-3.0	-2.2	14.0	-3.0	3.4	4.1	4.7	25.6	-2.4
CCN(CC)C(=O)c1ccc(N(Cc2ccccc2)S(C)(=O)=O)cc1	-2.6	0.5	-2.2	17.5	-0.2	0.7	0.1	1.8	-0.2	-3.6
CC(Cc1cccs1)NCc1ccccc1 (stereo not given)	6.2	-6.2	-1.1	10.7	-0.7	0.8	0.1	-11.7	-0.1	-2.3
O=C(O)CCn1cc(C=C2C(=O)NC(=S)NC2=O)c(-c2cc3ccccc3oc2=O)n1	-2.0	-2.0	0.3	12.8	3.5	0.6	-5.3	-9.0	7.5	-2.5
CCCCCCN1CCN(c2ccc(Cl)cc2)CC1	-2.3	-0.3	0.4	-11.1	0.5	-1.9	-0.2	3.1	-1.6	2.4
Further records:
SMILES	Keap1-Nrf2 PPI	CAL PDZ FP	LANA DNA inh	OPRM1-OPRD1 inv	cardiac RTF act	V-ATPase pHluor	HTR5A ag	RTF Ca sens inh	HTR5A inv ag	MOR-DOR ag
Cc1cccc(OP(=O)(Nc2ccc(F)cc2)Oc2cccc(C)c2)c1	2.1	0.4	0.1	-74.3	4.3	0.7	-6.9	-4.5	17.1	14.2
NC(=O)CSP(=O)(c1ccccc1)c1ccccc1	-4.7	.	1.3	17.5	1.2	-1.2	2.3	-0.8	-7.5	-3.3
CN(C)C(=O)Oc1ccc(C(=O)c2ccccc2)cc1	5.0	-2.3	-1.3	2.3	-10.3	3.6	2.3	2.6	-9.1	-0.4
Cc1cccc(OP(N)(=O)Oc2cccc(C)c2)c1	-3.3	-1.1	0.6	9.9	-7.9	-0.8	-1.6	-1.5	19.1	-1.9
COC(=O)C(=O)N1CC2(C)CNCC(C)(C1)C2=O	-8.9	.	-0.1	5.8	8.4	-4.7	2.5	-17.4	-17.0	-1.2
CCOc1cc2c(cc1OCC)-n1cccc1C(c1ccccc1O)NC2 (stereo not given)	1.8	-5.4	-0.6	-11.7	-0.1	0.0	-2.2	-3.1	7.8	2.6
Cc1cccc(N=C2c3cc([N+](=O)[O-])ccc3-c3c2cc([N+](=O)[O-])cc3[N+](=O)[O-])c1	-0.6	-1.7	0.5	-48.7	-2.4	8.9	4.5	-3.2	-18.4	9.4
COc1ccc(OCC(=O)N2CCN(CC3CC4C=CC3C4)CC2)cc1 (stereo not given)	0.0	0.6	-0.6	11.9	0.1	3.2	4.6	-4.1	-23.6	-2.0
C=CCn1c(O)c(C=Nc2ccc(F)cc2)c(=O)[nH]c1=O	-1.9	-0.8	-1.2	18.6	-4.1	-3.5	3.8	0.4	-14.0	-4.0
c1ccc(CN2CCNCC2)nc1	-5.1	4.8	-1.7	21.1	1.6	1.6	1.3	-9.5	-4.4	-4.7
O=C(c1ccc(F)cc1)C(Cc1ccccc1)N1CCCCC1 (stereo not given)	-3.1	-1.4	-0.3	9.8	2.4	-0.7	-0.7	5.3	1.8	-1.9
Cc1ccc(NS(=O)(=O)c2ccc(OCC(=O)N3CCN(C)CC3)cc2)cc1	2.4	6.5	-0.4	17.6	-1.3	-5.6	1.2	6.5	-3.0	-3.4
C=Cn1ccnc1P(O)(=S)c1nc(C)c(CCOC(C)=O)s1 (stereo not given)	2.0	-2.0	1.6	-0.3	-4.2	1.0	4.6	-2.6	-13.2	0.1
CCc1ccc(NP(=O)(Oc2ccccc2F)Oc2ccccc2F)cc1	-3.0	1.6	0.4	-21.3	-0.3	-2.2	2.1	-15.0	13.5	4.4
CC12CCC3C(CCC4C/C(=N/O)CCC43C)C1CCC2O (stereo not given)	2.1	-3.0	-0.1	-2.5	5.0	-0.2	2.7	0.6	-21.6	0.5
COC(=O)C1=C(c2ccccc2OCc2ccccc2)C[C@@H]2CC[C@H]1N2C(=O)NCc1ccc(Br)cc1	1.0	-1.3	2.8	7.6	6.2	-4.1	2.9	-3.6	-32.4	-1.7
CN[C@H](C)[C@H](O)c1ccccc1	3.4	0.7	1.2	1.7	3.3	-0.3	1.6	-1.3	-5.7	-0.3
O=C(NCC(c1cccnc1)N1CCOCC1)Oc1ccccc1 (stereo not given)	0.0	-1.5	-1.2	6.0	3.2	0.6	2.4	2.1	-0.2	-1.0
CCCCCn1c(=O)c(C(=O)Nc2ccccc2Cl)c(O)c2ccccc21	-5.6	-6.2	2.1	11.9	8.0	-1.0	-4.7	-4.5	17.6	-2.4
NCCc1c[nH]c2ccc(C(N)=O)cc12	1.4	1.8	1.5	11.0	-3.6	-0.1	96.2*	-11.6	-215.7	-2.0
ClCC(Br)CBr (stereo not given)	-0.9	-1.3	-0.6	0.7	0.3	0.8	0.7	-5.7	-2.8	-0.1
CC(=NCCO)c1c(O)n(C)c(=O)n(C)c1=O	-5.4	3.7	1.0	-0.7	-3.7	-1.6	-6.6	-7.1	15.3	0.1
O=C(Cn1cc(C(=O)c2ccccc2F)c2ccccc21)NCc1ccco1	-1.3	-5.2	0.8	10.4	-0.5	-1.9	-0.4	1.2	-11.7	-1.9
CC(=O)Nc1nnc(CCN(CCc2nnc(NC(C)=O)s2)[N+](=O)[O-])s1	1.0	1.1	-0.8	3.0	-2.9	0.9	-1.8	-12.5	-13.7	-0.6
CCOC(=O)C1=C(C)c2ccccc2OC1(C(=O)OCC)c1ccccc1 (stereo not given)	?	-0.9	-2.4	7.0	0.9	2.2	-0.6	-1.9	1.8	-1.4
C/C=C1\NC(=O)[C@@H](NC(=O)[C@H](CCc2ccc(O)cc2)NC(=O)[C@H](C)NC(=O)[C@H](O)CO)[C@@H](C)OC(=O)[C@H](C(C)C)NC(=O)[C@H](Cc2ccc(O)cc2)N(C)C(=O)[C@H](Cc2ccccc2)N2C(=O)C(CC[C@H]2O)NC1=O (stereo not given in full)	-2.5	-3.5	-1.0	16.2	-4.5	-1.9	2.5	5.5	-9.6	-3.5
O=P(NS(=O)(=O)c1ccc(Cl)cc1)(Oc1ccccc1)Oc1ccccc1	-7.6	-0.9	1.0	-4.9	-3.6	4.9	4.1	-0.5	1.6	0.8
Nc1cc(N2CCNCC2)ccc1[N+](=O)[O-]	-4.2	0.1	1.1	-3.4	-4.5	-0.5	1.8	-0.7	24.1	0.6
CC12CN3CC(C)(CN(C1)P3(=O)Oc1ccccc1)C2=O (stereo not given)	-4.0	1.8	-1.5	-1.9	-3.8	-4.1	0.9	-3.8	-30.0	0.3

Full records as entered above. Screens in order: Keap1-Nrf2 PPI	CAL PDZ FP	LANA DNA inh	OPRM1-OPRD1 inv	cardiac RTF act	V-ATPase pHluor	HTR5A ag	RTF Ca sens inh	HTR5A inv ag	MOR-DOR ag
O=C(NCC(c1cccnc1)N1CCOCC1)Oc1ccccc1 (stereo not given) in the list: 0.0	-1.5	-1.2	6.0	3.2	0.6	2.4	2.1	-0.2	-1.0
O=P(NS(=O)(=O)c1ccc(Cl)cc1)(Oc1ccccc1)Oc1ccccc1 in the list: -7.6	-0.9	1.0	-4.9	-3.6	4.9	4.1	-0.5	1.6	0.8
NC(=O)CSP(=O)(c1ccccc1)c1ccccc1 in the list: -4.7	.	1.3	17.5	1.2	-1.2	2.3	-0.8	-7.5	-3.3
CN[C@H](C)[C@H](O)c1ccccc1 in the list: 3.4	0.7	1.2	1.7	3.3	-0.3	1.6	-1.3	-5.7	-0.3
